# eLon inh = inhibits E. coli Lon protease; P0A9M0; purified E. coli Lon protease, fluorescence polarization; inhibition, % at 7.94 µM; hit rate 0.42% among 360,000; in the data active = inhibition above about 13%, passing the limit was not always enough;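 note: 0% = enzyme with probe and DMSO and 100% = no enzyme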
# Rin1 Abl inh = blocks binding of human Rin1 to Abl. TR-FRET Rin1/Abl binding, biochemical. P00519+Q13671. hit rate 0.4% among 360,000. inhibition, % at 7.35 µM; in the data active = inhibition above about 5%, passing the limit was not always enough
# FAS TE block = blocks the thioesterase domain of human fatty acid synthase | P49327 | recombinant FAS-TE, OMFH fluorogenic substrate, fluorescence endpoint | inhibition, % at 15 µM | hit rate 0.67% among 360,000 | AID 602261;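 active = compounds whose normalised, plate-corrected inhibition of enzyme fluorescence in the single-dose primary screen is 50% or more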;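 note: 0% = DMSO with enzyme and 100% = substrate without enzyme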
# CSN deneddyl inh = inhibitors of human CSN-mediated cullin deneddylation. Q92905. Purified CSN, SCF-Nedd8-OG deneddylation, fluorescence polarization. inhibition, % at 12.5 µM. hit rate 0.38% among 360,000;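 active = pattern-corrected inhibition above about 35%, with an unprinted fluorescence ratio check between 0.5 and 1.5, limit read from the data, passing the limit was not always enough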;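 note: 0% = enzyme with substrate and 100% = substrate without enzyme; some results filed as inactive read as strong as hits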
# Target sequence (Q92905 whole entry, looked up, one chain of several): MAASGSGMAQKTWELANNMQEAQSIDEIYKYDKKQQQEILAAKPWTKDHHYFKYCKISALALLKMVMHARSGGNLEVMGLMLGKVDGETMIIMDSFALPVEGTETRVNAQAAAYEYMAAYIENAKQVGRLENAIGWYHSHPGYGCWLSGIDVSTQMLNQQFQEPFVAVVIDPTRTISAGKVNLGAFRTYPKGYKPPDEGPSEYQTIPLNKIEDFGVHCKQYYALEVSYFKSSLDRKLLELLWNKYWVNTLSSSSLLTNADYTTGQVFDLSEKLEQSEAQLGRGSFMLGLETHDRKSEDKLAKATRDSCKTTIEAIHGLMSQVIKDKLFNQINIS
#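 Assay system: Purified human Csn5 enzyme expressed in HEK293T cells | Amount: Enzyme 0.24 nM | Measured by: Fluorescence polarization readout | Medium: Tris/NaCl/DTT buffer, pH 7.5 | Compound dosing: One concentration, 12.5 µM, 0.25% DMSO | Times: 90 min incubation of compound, enzyme and substrate at room temperature | Control set: no-enzyme wells high, enzyme-with-substrate wells low | Read-out: % inhibition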
# MsrA act = activators of bovine methionine sulfoxide reductase A; purified bovine MsrA, absorbance read-out; hit rate 0.3% among 360,000; activation, % at 10.6 µM; in the data active = activation above about 7.5%;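 note: 0% = vehicle and 100% = reference activator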
# Tb MetRS inh = Trypanosoma brucei MetRS inhibition | hit rate 0.4% among 360,000 | inhibition, % at 11.9 µM | purified T. brucei MetRS, ATP depletion, Kinase-Glo luminescence;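 active = inhibition above a per-plate cutoff of the control wells' mean inhibition plus 3 SD, cut at about 5.5% in these data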;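 note: 0% = DMSO wells median and 100% = median of wells with control inhibitor compound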
#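 Material: parasite MetRS enzyme / Replication: singlicate, one well per compound / Signal: luminescence of leftover ATP / Schedule: 2 h aminoacylation at 25 °C after 15 min preincubation / Medium: HEPES-MgCl2-KCl buffer plus DTT, spermine, BSA, pyrophosphatase / Doses: 11.9 µM single point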
# MsrA inh = bovine MsrA inhibition; purified bovine MsrA, absorbance read-out; inhibition, % at 15.5 µM; hit rate 0.75% among 360,000; AID 651718; in the data active = inhibition above about 4.5%;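 note: 0% = vehicle wells with enzyme and 100% = reference inhibitor wells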
# MLLE-PAM2 inh = blocks PAM2 peptide binding to the PABP1 MLLE domain. P11940. GST-MLLE / FITC-PAM2 fluorescence polarization. inhibition, % at 20 µM. hit rate 0.36% among 360,000. AID 588489; in the data active = inhibition above about 35%, passing the limit was not always enough;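 note: plate controls were DMSO wells with GST-MLLE for no effect and wells lacking GST-MLLE protein for full effect; some results filed as inactive read as strong as hits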
# Neddylation inh = inhibitors of human cullin neddylation; hit rate 0.58% among 360,000; P61081+Q13564; TR-FRET cullin neddylation, biochemical; calls only at 25 µM; in the data active = inhibition above about 36%
# Target sequence (P61081 whole entry, looked up): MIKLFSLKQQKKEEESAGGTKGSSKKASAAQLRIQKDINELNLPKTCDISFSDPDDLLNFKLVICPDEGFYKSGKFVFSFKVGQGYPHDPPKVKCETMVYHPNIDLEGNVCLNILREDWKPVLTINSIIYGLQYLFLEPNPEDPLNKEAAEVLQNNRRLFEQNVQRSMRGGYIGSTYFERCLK
# Target sequence (Q13564 whole entry, looked up): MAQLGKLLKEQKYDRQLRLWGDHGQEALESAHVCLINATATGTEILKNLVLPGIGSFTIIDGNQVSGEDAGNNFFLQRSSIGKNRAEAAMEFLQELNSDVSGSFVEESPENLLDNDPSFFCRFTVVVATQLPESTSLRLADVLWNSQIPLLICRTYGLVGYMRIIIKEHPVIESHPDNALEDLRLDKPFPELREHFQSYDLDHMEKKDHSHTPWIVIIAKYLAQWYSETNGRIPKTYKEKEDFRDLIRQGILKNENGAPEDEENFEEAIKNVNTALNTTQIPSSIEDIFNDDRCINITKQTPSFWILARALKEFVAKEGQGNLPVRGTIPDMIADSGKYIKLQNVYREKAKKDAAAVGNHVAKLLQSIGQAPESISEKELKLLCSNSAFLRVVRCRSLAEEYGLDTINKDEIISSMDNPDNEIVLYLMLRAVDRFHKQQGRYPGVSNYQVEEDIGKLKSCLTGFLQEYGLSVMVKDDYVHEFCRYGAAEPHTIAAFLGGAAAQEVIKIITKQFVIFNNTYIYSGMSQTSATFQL
# The depositor's hits bear a star; i = inactive; / = not tested or not shown; + = active, no number.
# Order of values – Rin1 Abl inh, CSN deneddyl inh, eLon inh, Neddylation inh, MsrA act, MLLE-PAM2 inh, MsrA inh, Tb MetRS inh, FAS TE block
- O=C(COc1ccc(OCc2ccccc2)cc1)NN=C1CCCC1
  2, 1, 6, i, -1, -9, -0.9, -0.6, -5
- Fc1cccc(Cl)c1CNCCCSc1ncccn1
  6.9*, 2, -1, i, -4, 0, 0.2, -0.1, -6
- COc1ccc(N/N=C(/C(C)=O)N2CCCc3ccccc32)cc1
  3, 1, -2, i, -3, -5, -0.2, 0.4, 29
- Cn1cccc1CNCc1ccc(F)cc1
  0, -4, -10, i, -2, 2, -1.1, 0.0, -10
- COc1cccc(CNC(=O)[C@H](C)NC(=O)N2CC(=O)Nc3ccccc32)c1
  1, -1, -8, i, -5, -2, 0.7, -0.3, -6
- CC(NC(=O)CN(C)S(=O)(=O)c1ccc(Br)s1)c1ccccc1 (stereo not drawn)
  -1, -2, 8, i, -1, 7, 0.2, -0.4, 2
- CCOCc1nnc(NS(C)(=O)=O)s1
  -1, 0, 1, i, -13, 4, 0.4, -1.3, -10
- O=C(CSc1nc2ccccc2o1)NCc1n[nH]c(=O)c2ccccc12
  2, -1, 2, i, -4, 15, -0.5, -0.1, -8
- NCCCNC(=O)Cn1c(=O)c2c3c(sc2n(Cc2ccccc2)c1=O)CCCC3
  -1, -4, -9, i, 1, 10, -0.5, -0.8, -4
- CCOC(=O)[C@H]1[C@H]2COc3ccccc3[C@@H]2N2C(=O)c3cc(OC)c(OC)cc3NC(=O)[C@@]12C
  5, 0, -7, i, -1, 0, -0.1, -0.4, -4
- O=C(CN(CCCN1CCOCC1)C(=O)Cn1nnc(-c2ccc(F)cc2)n1)NC1CCCCC1
  -5, 5, 9, i, -2, -7, -1.2, -0.3, 0
- CC1(C(=O)Nc2ccccc2)CCN1C(=O)Cc1ccc(-c2ccccc2)cc1 (stereo not drawn)
  0, 1, 1, i, 14*, -3, 0.2, -0.7, 22
- O=C(Nc1ccccc1)c1ccccc1CSc1ccccc1
  1, -5, -6, i, 0, 8, 2.5, 0.5, 18
- O=[N+]([O-])C(/C=C(/Cl)[N+](=O)[O-])=C(N1CCCCC1)N1CCCCC1
  -9, 0, -105, i, -1, -96, 0.0, -0.5, 18
- C=C(c1ccccc1)c1ccc(N(C)C)cc1
  -3, 12, 2, i, -4, -4, 2.1, -1.0, 18

# Profiles as entered above. Screens in order: Rin1 Abl inh, CSN deneddyl inh, eLon inh, Neddylation inh, MsrA act, MLLE-PAM2 inh, MsrA inh, Tb MetRS inh, FAS TE block
# O=C(CSc1nc2ccccc2o1)NCc1n[nH]c(=O)c2ccccc12 across the screens: 2, -1, 2, i, -4, 15, -0.5, -0.1, -8
# C=C(c1ccccc1)c1ccc(N(C)C)cc1 across the screens: -3, 12, 2, i, -4, -4, 2.1, -1.0, 18
# Cn1cccc1CNCc1ccc(F)cc1 across the screens: 0, -4, -10, i, -2, 2, -1.1, 0.0, -10

# Remaining list, next part:
# Order of values – Rin1 Abl inh, CSN deneddyl inh, eLon inh, Neddylation inh, MsrA act, MLLE-PAM2 inh, MsrA inh, Tb MetRS inh, FAS TE block
- Cc1ccc(NC(=O)Nc2ccccc2)cc1[N+](=O)[O-]
  -2, -2, 4, i, -5, -11, 0.7, 2.6, 9
- CC(C)c1nc(CNC(=O)CC2C(=O)NCCN2Cc2ccc(F)cc2Cl)cs1 (stereo not drawn)
  1, 1, 13, i, -4, 9, 1.7, -0.2, 0
- COc1ccc(OCCCNCCc2ccccc2)cc1
  3, 6, -9, i, -7, -15, -1.1, -0.6, -2
- CC1(c2ccc3c(c2)OCCO3)NC(=O)N(CC(=O)Nc2ccccc2SCC#N)C1=O (stereo not drawn)
  4, 7, -59, i, 2, 36, 1.3, -0.3, -7
- COC(=O)c1ccc2nc(-c3ccc(Cl)cc3)c(Cc3cccc(F)c3)n2c1
  0, 6, -8, i, -1, -19, 0.1, 0.1, 21
- CC(=O)Nc1nn(C)c2nc3ccc(C)cc3cc12
  -3, 5, -4, i, -7, -5, 2.3, 0.8, -8
- COc1ccc(N2CCN(S(=O)(=O)c3ccc4c(c3)NC(=O)CC(=O)N4)CC2)cc1
  -5, -1, -9, i, 0, -16, -0.8, 0.5, 12
- O=[N+]([O-])c1cccc(S(=O)(=O)c2cccc([N+](=O)[O-])c2)c1
  4, -16, -12, i, -2, 11, 1.5, 0.0, 6
- COc1ccc(CNC(=O)c2ccc[nH]2)cc1
  1, 3, -8, i, -2, 7, 0.3, 0.3, -4
- Clc1c2c(nc3ccccc13)CCC2
  0, -2, -1, i, -3, -4, -0.1, -0.6, -5
- COc1c(F)c(F)c(C(=O)Nc2ccc(N3CCN(Cc4ccccc4)CC3)cc2)c(F)c1F
  -3, -1, 3, i, 3, -2, 0.8, 0.0, 23
- Cc1cc(Br)ccc1OCCN1CC(C)OC(C)C1 (stereo not drawn)
  5, 0, 0, i, -7, -2, 0.5, 0.8, 4
- O=C(CC1S/C(=N/N=C/c2ccco2)NC1=O)Nc1ccccc1 (stereo not drawn)
  1, -4, 14, i, -3, -13, 5.3*, 0.0, -6
- COC(=O)C(CC(C)C)NC(=O)c1cccs1 (stereo not drawn)
  0, -4, 5, i, -1, -11, 0.6, -0.4, -4
- COc1ccc(C(=O)NCC(=O)OCc2nc(N)nc(Nc3ccccc3C)n2)cc1
  -1, -6, 5, i, -2, 5, -2.1, -0.5, 0
- COc1nc(-c2ccc(Cl)cc2)nnc1C
  1, 2, -3, i, -2, 18, -0.1, 0.3, -4
- COc1ccc(C2=Nc3cccc4cccc(c34)N2)cc1
  -2, 1, -7, i, -6, -3, -0.4, -0.1, 19
- CCN(CC(=O)Nc1ccc(Br)cc1)C(=O)c1nc2nc(C)cc(C)n2n1
  -1, 5, 4, i, -3, -24, -0.9, 0.1, -3
- C/C=C\C=C/C(=O)Nc1cccc(C2=NOC3(C2)C[C@@H](C(N)=O)N(C(=O)CCCCC)C3)c1 (stereo partly drawn)
  -1, 3, -2, i, -5, 9, -0.1, -0.2, -4
- CCC(C(=O)NCc1ccccc1)n1c(-c2ccc3c(c2)CCO3)nc2ccccc21 (stereo not drawn)
  /, 0, /, i, /, /, -0.2, -0.1, /
- CCOc1cccc(-c2nnc(SCC(=O)Nc3cccc(OC)c3)n2N)c1
  -4, 0, 1, i, 0, -78, 0.2, -0.2, 2
- CCN(C[C@H]1N[C@@](CC)(C(=O)OC)[C@H]2C(=O)N(C)C(=O)[C@@H]12)S(=O)(=O)c1ccc(F)cc1
  0, 1, -9, i, -5, -5, -0.9, -1.6, -9
- O=C(Nc1c2c(nn1-c1ccccc1)CS(=O)(=O)C2)c1ccco1
  -2, -1, -2, i, 0, 3, 0.3, -0.2, -8
- CCOC(=O)c1ccc(N2C(=O)CC(C)(CC)CC2=O)cc1
  -1, -3, 2, i, -2, 8, -0.4, -0.2, -4
- COC(=O)c1ccc(CSc2nc3cc(Cl)ccc3s2)o1
  -1, 6, 11, i, -2, -15, -0.3, 0.0, 20
- Cc1cccc(Oc2ccccc2NC(=O)C2=COCCO2)c1
  -1, -1, 5, i, -2, 8, 1.3, -0.1, 16
- O=C(O)CCC1=C2c3ccccc3CCN2C(=O)CC1
  1, -4, 0, i, -3, -4, 0.8, -0.6, -9
- CC(=O)NCCc1nc2cc(NC(=O)Nc3ccccc3)ccc2n1C
  1, 3, 3, i, 1, -8, 1.3, 0.0, 1
- CCN(CC(=O)Nc1ccc(NC(C)=O)cc1)C(=O)c1ccc(NC2CC2)c([N+](=O)[O-])c1
  -6, 3, -6, i, -2, -53, 1.5, -0.3, -5
- Cc1c(C(=O)OCC(C)(C)CN(C)C)oc2ccccc12
  0, -2, -5, i, 0, -5, -0.4, 0.8, -2
- N/C(=N\OC(=O)CC1CCCCC1)c1cccnc1
  3, 0, 2, i, 0, 12, -0.9, -0.6, -6
- CC(=O)N1CCC(N2CCN(c3ccccc3F)CC2)CC1
  -6, -2, -9, i, -8, -3, -0.9, -0.6, -4
- CCCNC(=S)N1CCC(NC(=O)c2ccc(C)cc2)CC1
  -3, 1, -10, i, -5, -126, 1.2, -1.0, -5
- COc1ccc(C(CCN2CCCC2)c2c(OC)cc(OC)c3c(-c4ccccc4)cc(=O)oc23)cc1 (stereo not drawn)
  1, -1, -3, i, -2, -23, 2.0, 0.4, -6
- COc1cc2ccccc2cc1C(=O)OCC(=O)N(CC(C)C)c1c(N)n(Cc2ccccc2)c(=O)[nH]c1=O
  -1, 1, -17, +, -5, -1, 1.1, -0.5, -1
- Cc1[nH]c2ccccc2c1/C=N/NC(=O)Nc1ccccc1
  -1, -2, -4, i, 1, -8, -0.3, 2.9, -2
- CN(C)Cc1cc(C(C)(C)C)cc(N2CCOCC2)c1O
  0, -5, 1, i, -4, 8, -0.4, -0.2, -5
- Cc1ccc(S(=O)(=O)CC(=O)c2ccccc2[N+](=O)[O-])cc1
  -1, 0, -1, i, -1, 6, -0.8, -0.8, 2
- CC(=O)Cc1nsc(NC(=O)c2cc(-c3ccc(Cl)c(Cl)c3)oc2C)n1
  1, 3, -3, i, -1, -7, 0.1, -0.7, -2
- COC(=O)C1(C(=O)OC)C[C@H](c2cccs2)N(Cc2ccccc2OC)[C@@H]1c1ccc(F)cc1
  /, -2, /, i, /, /, -0.2, -0.6, /
- O=S(=O)(c1cccs1)N1CN(Cc2ccc(Cl)cc2)c2nc3ccccc3nc21
  -3, -3, -2, i, 0, 6, -1.2, 0.7, 19
- CC1Cc2ccccc2N1S(=O)(=O)c1cccc(C(=O)OCC(=O)N2CCOCC2)c1 (stereo not drawn)
  2, 8, -1, i, -2, 0, -1.1, -0.3, -2
- CC(C)(C)Cc1nc2ccccc2n1CCc1ccccc1
  -4, 3, -4, i, 0, 5, -0.1, -0.2, 9
- CCCCNC(=S)NNC(=O)CCn1nc(C)c(Br)c1C
  4, 2, -6, i, -11, -43, 0.0, -1.4, -6
- CCc1nc2ccc(C(=O)Nc3cccc(OCC(=O)N(C)C)c3)cn2c1N(C)Cc1ccc(OC)cc1
  3, 3, -16, i, -9, 3, 0.4, -0.5, -3
- COc1ccc(-c2nc(=S)c3c(n2CCN2CCOCC2)CC(C)(C)OC3)cc1
  -4, -7, -4, i, -12, 12, 4.9*, -0.8, 4
- CCOC(=O)C1=C(SCC)c2cc3c(n2C1=O)CCCC3
  -11, -1, 4, i, -4, 18, 1.1, -0.2, -5
- CN1C(=O)c2ccc(NC(=O)C3CCCCC3)cc2C1=O
  -2, -2, 6, /, -7, -8, -0.4, -0.9, -4
- O=C(NCc1ccc2c(c1)OCO2)C(c1ccco1)N(C(=O)c1csnn1)c1ccccc1 (stereo not drawn)
  0, 1, -7, i, -1, 3, -0.1, 0.0, 2
- CCCc1nc(SCC(=O)NNC(=O)c2ccc(OC)cc2)c2ccccc2n1
  -23, 3, -4, i, -5, -15, 2.2, -0.3, 2
- Cc1ccc(CCNC(=O)c2nn(C)c3c2CS(=O)(=O)c2ccccc2-3)cc1
  -2, 0, 2, i, -3, -4, 0.7, -0.8, 9
- CC[C@@H](C)[C@@H](C(=O)N1CCN(C(=O)OC(C)(C)C)CC1)n1cc(CCCCNC(=O)OC(C)(C)C)nn1
  3, -1, -3, i, -2, -2, 0.3, -0.3, 4
- CCOc1cc(C(=O)CSc2nnc(CNc3ccc(Cl)cc3)o2)ccc1NC(=O)CC
  -2, -5, -3, i, -1, -46, 1.0, 0.2, -6
- O=C1CC(c2ccccc2)CC(O)=C1C=NCCCN1CCOCC1 (stereo not drawn)
  -1, 2, -4, i, -2, 2, 0.0, -0.2, -8
- CCOC(=O)c1cc(NC(=O)c2cccnc2)cc(C(=O)OCC)c1
  0, 2, -4, i, -1, -2, -0.2, -0.3, -7

# Source: PubChem (several laboratories)
